# Source: PubChem BioAssay
# TCR act: activators of T cell receptors. primary human leukocytes, anti-CD3, IL-2 HTRF, 48 h. Potency, µM (top dose mostly 9.22 µM), for the others: top-dose activation of IL-2 secretion, most hits filed as activators. 330,000 tested, under 10 active. AID 504894; also: % of control where 0% means no effect
#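 48 hr co-incubation of compounds, a-CD3 beads and primary human leukocytes; IL-2 quantified homogeneously by HTRF with anti-IL-2 K and d2 conjugates.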
# Mito fusion act: inhibitors of mitochondrial division or activators of mitochondrial fusion. S. cerevisiae fusion-defective mutant growth rescue, CellTiterGlo 48 h. Potency, µM (highest dose often 46.1 µM), without a hit: top-dose growth rescue (activation), actives largely listed as activators. 0.23% of 320,000 active. AID 485298;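 also: potency is read from the fitted curve at half-maximal effect; % of control where 0% means no effect; nearly all actives have a fitted effect of over 45% in size; temperature-sensitive fusion mutants such as fzo1-1 at 37 °C on non-fermentable ethanol glycerol medium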
#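 Compounds are tested for their ability to restore growth of mitochondrial fusion-defective yeast strains at non-permissive 37C in YPEG medium over 48 hours. Viability is quantified by luciferase luminescence.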
# Tb PFK block: T. brucei PFK enzyme inhibition | 0.17% of 330,000 active | T. brucei PFK, ADP-Glo luminescence | Potency, µM (top dose mostly 57.5 µM), for inactives: at the highest dose activity, negative = inhibition, most hits filed as inhibitors | AID 485367 | O15648;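 also: potency is read from the fitted curve at half-maximal effect; 0% = uninhibited 1x PFK enzyme wells and -100% = no-enzyme wells; nearly all actives have a fitted effect of over 60% in size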
#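 Luminescent ADP detection (ADP-Glo, two-step: ATP depletion then ADP-to-ATP conversion for luciferase) reported PFK activity after 45 min room-temperature reaction of 1.25 nM enzyme with 0.5 mM F6P and 0.1 mM ATP at pH 8.0.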
# Chronic BCR inh: inhibitors of chronic active B-cell receptor signaling. ABC-DLBCL IkBa-CBG/CBR reporter, luminescence ratio, 4 h. AID 493014. Potency, µM (top dose mostly 46.1 µM), for inactives: at the highest dose ratio change, negative = lower green/red ratio, hits mostly inhibitors. 0.05% of 340,000 active; active = well fitted inhibition curve with a large enough effect in the signal ratio, with a control signal flat, not every such curve was filed as active; inconclusive = small, poorly fitted or top-dose-only effect, or effect the other way, or a change in a side signal; the % refers to the signal ratio;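 also: potency is read from the fitted curve at half-maximal effect; plate controls were basal doxycycline-induced cells for no effect and cells given 10 µM MG132 for full effect; MG132 reads +100%, hits lower the ratio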
#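 TMD8 ABC-DLBCL cells carrying doxycycline-inducible green luciferase fused to IkappaBalpha plus unfused red luciferase were exposed to compounds (up to 46 uM) for 4 hrs at 37C. Activity came from the overlap-corrected green/red luminescence ratio.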
# B2AR arrestin: beta2AR (human) beta-arrestin recruitment activity. P07550. beta-arrestin recruitment to beta2AR, cell-based reporter. Potency, µM (doses to about 46.1 µM), for inactives: at the top dose activation, actives largely listed as activators. 0.02% of 330,000 active. AID 492947;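 also: potency is read from the fitted curve at half-maximal effect; 0% = DMSO controls and full agonism = EC100 isoproterenol or metaproterenol; nearly all actives have a fitted effect of over 65% in size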
# Target sequence (P07550 whole entry, looked up): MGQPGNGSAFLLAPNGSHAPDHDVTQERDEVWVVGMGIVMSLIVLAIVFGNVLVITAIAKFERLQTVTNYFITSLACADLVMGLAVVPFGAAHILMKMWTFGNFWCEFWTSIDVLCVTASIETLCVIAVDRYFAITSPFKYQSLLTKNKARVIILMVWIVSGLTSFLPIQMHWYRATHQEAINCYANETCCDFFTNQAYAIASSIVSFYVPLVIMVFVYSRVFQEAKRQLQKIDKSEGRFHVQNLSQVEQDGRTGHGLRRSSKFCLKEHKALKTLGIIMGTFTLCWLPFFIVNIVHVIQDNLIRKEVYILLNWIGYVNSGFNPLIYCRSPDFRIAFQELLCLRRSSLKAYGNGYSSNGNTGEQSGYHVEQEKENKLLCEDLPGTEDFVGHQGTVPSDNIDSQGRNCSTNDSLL
# TSG101-PTAP inh: blocks PTAP/TSG101 interaction to inhibit HIV-1 budding | Q99816 | Fluorescence polarization, FITC-PTAP peptide / Tsg101 binding | Potency, µM (highest dose often 115 µM), inactives show at the highest dose activity change, negative = inhibition, actives largely listed as inhibitors | 340,000 tested, under 10 active; active = well fitted inhibition curve with a large enough effect in the main read-out, with a control signal flat, not every such curve was filed as active; inconclusive = small, poorly fitted or top-dose-only effect, or effect the other way, or a change in a side signal; inactive = no such curve, though single readings can be large or run the other way; also: potency is read from the fitted curve at half-maximal effect; % of control where 0% means no effect
# Target sequence (Q99816 whole entry, looked up): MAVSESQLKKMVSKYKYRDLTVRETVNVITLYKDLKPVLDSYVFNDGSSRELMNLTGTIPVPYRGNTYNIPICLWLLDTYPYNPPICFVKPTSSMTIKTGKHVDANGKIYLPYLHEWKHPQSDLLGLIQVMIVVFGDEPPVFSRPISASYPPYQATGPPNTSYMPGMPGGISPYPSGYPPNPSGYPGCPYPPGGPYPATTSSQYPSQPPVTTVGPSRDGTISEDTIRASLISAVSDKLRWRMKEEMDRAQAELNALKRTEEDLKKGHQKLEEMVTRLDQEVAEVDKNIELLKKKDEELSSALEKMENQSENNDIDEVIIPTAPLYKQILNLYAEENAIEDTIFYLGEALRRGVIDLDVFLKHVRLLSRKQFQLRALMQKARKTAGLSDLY
#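 Fluorescence anisotropy tracks displacement of a FITC-tagged PTAP peptide (50 nM) from the Tsg101 binding domain (10 uM), following a 20 min room-temperature incubation at pH 7.5.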
# ELG1 DNA repair: ELG1-dependent DNA repair inhibition. HEK293T ELG1-luciferase reporter, luminescence, 16 h; DNA damage induced by 5-fluorouridine. Potency, µM (top dose mostly 46.1 µM), for inactives: top-dose activity change, negative = inhibition, actives largely listed as inhibitors. 2.3% of 330,000 active. AID 504467; also: potency is read from the fitted curve at half-maximal effect; % is scaled to controls: 0 for no effect and ±100 for the full control effect; nearly all actives have a fitted effect of over 55% in size
#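 DMSO vehicle served as the neutral condition. Each well held 2,000 cells given 5-fluorouridine plus compound; after 16 hr at 37 °C/5% CO2, ONE-Glo was added and luciferase measured 30 min later.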
# uPA surface inh: blocks generation of uPA at the cell surface; 0.31% of 330,000 active; Potency, µM (top dose mostly 38.3 µM), without a hit: at the highest dose activity change, negative = inhibition, most hits filed as inhibitors; cell surface uPA generation assay, qHTS; AID 540303; active = well fitted inhibition curve with a large enough effect; inconclusive = small, poorly fitted or top-dose-only effect; inactive = no such curve, though single readings can be large or run the other way; tested in mouse RAW 264.7 cells; also: potency is read from the fitted curve at half-maximal effect; % is scaled to controls: 0 for no effect and ±100 for the full control effect; nearly all actives have a fitted effect of over 55% in size
# Eya2 phos inh: inhibitors of human Eya2 phosphatase activity; AID 488837; Potency, µM (titrated, usually from 76.9 µM), inactives show at the top dose activity, negative = inhibition, hits mostly inhibitors; O00167; recombinant Eya2, OMFP fluorescence dephosphorylation (OMFP is methylfluorescein phosphate); 0.006% of 330,000 active; also: potency is read from the fitted curve at half-maximal effect; % is scaled to controls: 0 for no effect and ±100 for the full control effect
#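 Eya2 (0.2 uM) preincubated 10 min at ambient with compound, then OMFP substrate added at 50 uM; 10 min reaction in 50 mM HEPES pH 7.5, 50 mM NaCl, 5 uM MgCl2, 0.05% BSA, 1 mM DTT. Fluorescence read at Ex 485/Em 525 nm.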
# TSHR antagonist: blocks TSH signaling through the human TSH receptor | P16473 | TSHR-expressing cells, TSH-stimulated cAMP HTRF, 2 h; hits give low values | activity change, negative = inhibition, % at 11.5 µM | 0.2% of 330,000 active | AID 504810;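 active = activity change below a set negative limit, meaning inhibition stronger than a set level, cut at about -70% in these data; inconclusive = activity change between two set negative limits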; also: % is scaled to controls: 0 for no effect and ±100 for the full control effect
#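 Cell-based HTRF cAMP assay; TSHR cells + compound, TSH EC80 (4nM final), 2 h, 37 deg C. Lysis with anti-cAMP cryptate and cAMP-d2, 30 min RT, read 665/620 nm.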
# USP2a block: inhibitors of human ubiquitin-specific protease USP2a; O75604; USP2 core, Ub-CHOP2 coupled fluorogenic reporter, 485/531; 0.01% of 330,000 active; Potency, µM (top dose mostly 38.3 µM), for inactives: at the top dose activity change, negative = inhibition, usual class: inhibitors;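 also: potency is read from the fitted curve at half-maximal effect; plate controls were DMSO wells for no effect and full inhibition by NEM control for full effect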
#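 Cell-free coupled assay: 10nM USP2 core preincubated 30min RT with compound in Tris-HCl pH 8.0/CaCl2/CHAPS buffer, then 25nM Ub-CHOP2 and 25nM reporter substrate; fluorescence (Ex 485/Em 531) read after 60min RT, normalized to NEM inhibition, concentration-response curves fitted.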
# * hit, by the source's call; ? = inconclusive; / = no result given; [ ] = remark or other dose. Unless noted, calls follow the shape of the dose curve; as a rule, active = well fitted curve in the direction sought with a large enough effect; inconclusive = small, poorly fitted or top-dose-only effect, or another doubt; inactive = no such curve, though single readings can be large; an effect the other way counts as inactive or inconclusive.
SMILES,TCR act,Mito fusion act,Tb PFK block,Chronic BCR inh,B2AR arrestin,TSG101-PTAP inh,ELG1 DNA repair,uPA surface inh,Eya2 phos inh,TSHR antagonist,USP2a block
O=C(NNS(=O)(=O)c1ccc(Br)cc1)c1sccc1-n1cccc1,0%,-11%,1%,3%,0.4%,0%,-18%,0%,-10%,-2,-1%
Cc1ccc(OCC(=O)N2CCCCCCC2)cc1C,-6%,2%,1%,1%,-0.7%,0%,?,4%,-4%,0,-1%
Cc1nn(C)c(C(=O)Sc2cccc(Cl)c2)c1[N+](=O)[O-],-5%,3%,-4%,0%,4.1%,1%,3%,-1%,-1%,0,-1%
O=C(CSc1nc2[nH]ncc2c(=O)n1-c1ccccc1Cl)N1CCCC1,0%,5%,-7%,-20%,-0.5%,-5%,26%,7%,-4%,-8,10%
Cc1nc2cc(-c3ccccc3)nn2c(C)c1CCC(=O)NCc1ccco1,7%,13%,4%,?,0.2%,-5%,?,-2%,24%,7,1%
Cc1ccc(NC(=O)CCNC(=O)c2ccccc2Cl)cc1S(=O)(=O)N(C)C,-10%[46.1 µM],-4%,5%,0%,-0.6%,0%,-11%,2%,7%,6,-9%
COc1ccccc1NS(=O)(=O)c1cccc(C(=O)N/N=C/c2ccc([N+](=O)[O-])o2)c1,-2%,-13%,-9%,?,-0.3%,-6%,?,?,-14%,-3,0%
CCn1c2ccccc2c2cc(/C=N/NC(=O)c3cc(O)cc(O)c3)ccc21,1%,-7%,3%,?,-1.7%,-1%,?,-1%,-16%,-20,-2%
COc1ccc(-c2onc(C)c2-c2ccccc2)c(O)c1,-16%,0%,2%,?,0.3%,-1%,?,-6%,-21%,-2,4%
COc1ccccc1N(CC(=O)N1CCCCCC1)S(=O)(=O)c1ccc(C)cc1,-8%,11%,8%,15%,-0.3%,0%,-3%,12%,13%,24,0%
COc1cc2cc(CCOC(=O)c3ccc(C(F)(F)F)cc3)oc(=O)c2cc1OC,1%,3%,0%,-1%,0.2%,2%,?,0%,-3%,18,-5%
CS(=O)(=O)N(Cc1ccc(F)cc1)Cc1nc2ccccc2c(=O)[nH]1,-6%,-2%,8%,2%,-0.9%,-6%,-4%,1%,15%,-1,-1%
Cc1cc(C)c(C#N)c(Nc2cccc(Br)c2)n1,-6%,2%,0%,7%,-0.6%,0%,1%,1%,6%,-5,-1%
CN(C(=O)COC(=O)c1ccc2ccccc2n1)c1ccccc1,6%[46.1 µM],/,4%,3%,-1.5%,-4%,2%,1%,-9%,10,1%
Cc1ccc(SCC2CNc3nc4ccccc4c(=O)n32)c(C)c1 (stereo unspecified),0%,3%,3%,0%,-0.4%,-4%,?,3%,5%,-7,2%
O=C(CCC(=O)N(CC(=O)NC1CCCC1)Cc1ccc(F)cc1)Nc1nccs1,2%,1%,-1%,?,0.3%,-2%,15%,-4%,4%,5,-1%
COc1ccc(C(=O)NC(=S)Nc2ccccc2F)cc1,11%[46.1 µM],-3%,0%,1%,-0.6%,-2%,?,1%,1%,-6,1%
Cc1cc(NC(=O)C(C)SCC(=O)OC(C)C(=O)Nc2cccc(C#N)c2)no1 (stereo unspecified),-1%,-3%,-4%,12%,-2.4%,-1%,-9%,-1%,30%,2,2%
CCNC(=S)N(Cc1cc2cc(C)ccc2[nH]c1=O)C1CCCC1,-29%[46.1 µM],-7%,-3%,?,7.1%,-1%,?,1%,-19%,11,-3%
CC(CCn1cccn1)NC(=O)c1cc(COc2ccc(F)cc2Cl)on1 (stereo unspecified),-4%,-4%,0%,-17%,-0.9%,-5%,?,1%,-8%,1,3%
CC(=O)N1CCN(c2ccccc2NC(=O)COc2cc(C)cc(C)c2)CC1,1%,2%,19%,0%,0.2%,0%,-10%,-20%,-4%,-5,4%
O=C(NCc1cccnc1)/C(=C\c1ccc(-c2ccc(Br)cc2)o1)S(=O)(=O)c1ccccc1,-2%[46.1 µM],12%,-4%,?,-0.6%,-11%,21µM*,-9%,-6%,-12,0%
CC(/C=N/NC(=O)c1ccncc1)=C\c1ccc(C(C)C)cc1,-3%,2%,11%,4%,0.5%,-11%,?,/,6%,-9,2%
O=C(NC12CC3CC(CC(C3)C1)C2)c1cc(F)c(F)c(F)c1F,2%,-9%,-6%,1%,-0.9%,-2%,-5%,0%,-2%,-5,0%
O=C(CCN1C(=O)COc2ccccc21)NCc1cccs1,6%,1%,-2%,-2%,-0.4%,-3%,10%,9%,0%,12,2%
COc1ccc(NC(=O)c2ccc3nc[nH]c3c2)c(OC)c1,-3%,-3%,0%,-18%,-0.3%,0%,?,1%,4%,-8,0%
O=C(Nc1cccnc1)c1coc(=O)c2ccccc12,-1%,-6%,-4%,18µM*,-0.2%,5%,15%,-6%,9%,7,0%
Cc1ccc([N+](=O)[O-])cc1NC(=O)CCc1ccccc1,-4%,2%,-9%,-10%,-0.3%,1%,7%,-4%,-3%,4,1%
O=C(c1ccc(Cl)cc1Cl)N1CCC(c2nc3c(nnn3Cc3ccco3)c(=O)[nH]2)CC1,-4%,-6%,0%,-3%,-1.0%,-7%,-25%,3%,-15%,7,0%
CCCN(c1ccc(OCC)cc1)S(=O)(=O)c1ccc2c(c1)NC(=O)CO2,-6%,0%,-1%,?,0.1%,1%,10%,-5%,-1%,-3,-2%
Cc1nnc(SCC(=O)NC2CCCCC2)n(N)c1=O,-12%,-1%,3%,-17%,0.3%,-5%,3%,/,-4%,0,2%
CCCCN(C(=O)c1cccc(S(=O)(=O)N2CCOCC2)c1)c1c(N)n(CCC)c(=O)[nH]c1=O,-10%,-1%,0%,0%,-0.3%,1%,7%,9%,-8%,6,0%
NC(=S)N/N=C/c1cccc(Br)c1,/,5%,1%,-18%,-0.3%,-3%,6%,-6%,-16%,-2,0%
COc1ccc(CC(=O)Nc2ccc(-c3noc(COc4ccccc4C)n3)cc2)cc1,3%,1%,2%,-1%,4.8%,-1%,7%,3%,-4%,-7,1%
O=C(O)CCC(=O)CCC(=O)c1ccccc1,-5%,-1%,7%,1%,0.5%,1%,?,1%,10%,18,-2%
O=C1ON=C(c2ccccc2)/C1=C/c1ccco1,0%,-1%,2%,9%,-0.2%,-7%,?,0%,-10%,5,-1%
CCc1ccc2nc3sc(C(=O)N4CCc5ccccc54)c(N)c3cc2c1,/,0%,-1%,-3%,-1.8%,/,?,/,22%,10,1%
Cc1sc2nc(CN(C(=O)NC3CCCCC3)C3CCCC3)[nH]c(=O)c2c1C,3%[46.1 µM],25%,-8%,?,-0.6%,-5%,21µM*,22%,2%,16,2%
CCN(CC)S(=O)(=O)c1cc(NC(=O)CCCOc2ccc(C(C)=O)cc2)ccc1C,2%[46.1 µM],-23%,0%,-7%,-0.6%,-4%,16µM*,-6%,-15%,-24,-1%
CC(=O)N(C(C)=O)c1ncnc2c1c(-c1ccc(Cl)cc1)nn2C(C)(C)C,-8%,-9%,-2%,-10%,-0.1%,-1%,-4%,/,-17%,5,4%
CN(CC(=O)Nc1ccccc1Cl)C(=O)CSc1nc2ccccc2s1,-2%[46.1 µM],7%,11%,?,-0.9%,1%,14%,0%,-15%,-5,0%
C=CCOc1c(Cl)cc(CNCCC)cc1Cl,0%,2%,3%,?,0.4%,-2%,7%,0%,18%,-1,0%
CCn1c(SCc2ccc(C)cc2)nnc1-c1nn(-c2ccccc2)ccc1=O,3%,-1%,-9%,1%,-0.8%,-2%,-16%,-2%,-6%,3,0%
CCOC(=O)Cn1ccc(-c2ccccc2)c(C#N)c1=O,3%,-8%,1%,1%,-0.3%,-5%,7%,-7%,-3%,2,0%
Cc1ccc(NS(=O)(=O)c2ccc(C(=O)NC3CCN(Cc4ccccc4)CC3)cc2)cc1,6%,/,0%,-10%,0.0%,-5%,?,?,-16%,-22,0%
COc1ccc(C(C)(C)C)cc1NC(=O)COC(=O)CN1C(=O)NC2(CCCCC2C)C1=O (stereo unspecified),5%,/,-2%,2%,0.4%,0%,15%,-2%,-13%,-3,2%
CSc1ccccc1NC(=O)C1=COCCO1,-4%,2%,0%,-11%,-0.4%,-6%,26%,-1%,-7%,16,2%
